Screening results as filed in PubChem.
IEC-6 tox: IEC-6 cytotoxicity, counter-screen for KLF5 inhibitors | AID 1825 | inhibition, % at 5 µM | luminescence viability | actives 0.78% (n = 290,000); in the data active = inhibition above about 22%;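 also: 0% = plate median of test compound wells and 100% = cytotoxic reference compound wells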
HSF1 activator: increases HSF-1 driven luciferase reporter signal. NIH3T3-HGL HSF-1 luciferase reporter, MG132, 8 h; 100% = twice DMSO control signal. activation, % at 9 µM. actives 1.7% (n = 300,000). AID 504408;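 active = mean replicate activation of at least 50% with a set share of replicates each reaching 50%; inconclusive = only one of those two conditions met; inactive = mean below 50% and too few replicates reaching it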;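 also: 0% = median of the neutral control wells and 100% = twice that signal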
HDAC3 inh: human HDAC3 inhibition; recombinant HDAC3, fluorogenic peptide/trypsin coupled, fluorescence; actives 0.15% (n = 320,000); inhibition, % at 8.3 µM; O15379; AID 2718; in the data active = inhibition above about 26%, passing the limit was not always enough; inconclusive = no clear call, values can overlap the other calls
Target sequence (O15379 whole entry, looked up): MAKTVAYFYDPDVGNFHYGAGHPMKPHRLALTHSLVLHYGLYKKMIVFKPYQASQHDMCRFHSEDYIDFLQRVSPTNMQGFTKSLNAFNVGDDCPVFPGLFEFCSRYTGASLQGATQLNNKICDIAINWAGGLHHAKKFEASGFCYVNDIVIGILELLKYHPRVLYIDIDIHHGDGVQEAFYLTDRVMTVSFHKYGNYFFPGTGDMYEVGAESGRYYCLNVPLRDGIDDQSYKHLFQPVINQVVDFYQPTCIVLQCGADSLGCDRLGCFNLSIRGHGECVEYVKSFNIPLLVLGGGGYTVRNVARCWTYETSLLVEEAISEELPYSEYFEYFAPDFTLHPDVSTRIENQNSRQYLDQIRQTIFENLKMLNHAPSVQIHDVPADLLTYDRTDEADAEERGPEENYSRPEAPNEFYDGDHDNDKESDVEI
HSF1 inhib: HSF1 inhibition. NIH3T3-HGL HSE-luciferase, MG132-induced, luminescence 8 h; stronger effect = lower value. activity change, negative = inhibition, % at 7.5 µM (by protocol). actives 0.77% (n = 300,000). AID 2098;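 active = more than half of replicate wells show activity change below -50%, luminescence cut by over half; inconclusive = some wells, but at most half, below -50%; inactive = no replicate well below -50%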;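 also: luciferase reports HSF-1 transcriptional activity via heat shock element; 0% = median of DMSO wells and -100% = zero luminescence signal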
KLF5 inh: suppresses KLF5 promoter-driven expression | DLD-1 KLF5 promoter-luciferase reporter, luminescence | inhibition, % at 5 µM | actives 0.23% (n = 290,000);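 active = inhibition above a per-plate limit of that plate's mean compound inhibition plus 3 SD, cut at about 60% in these data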;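 also: 0% = DMSO wells and 100% = LY294002 at 200 µM; higher means less KLF5 promoter-driven luciferase light; inactives centre near -14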
Platelet DG rel: platelet dense granule release activity; human platelet-rich plasma, SFLLRN dense granule ATP release, luminescence; inhibition, %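 (compounds screened at 7.5 µM in platelet-rich plasma)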; actives 0.22% (n = 300,000); AID 1663;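 active = mean replicate score, as percent of positive control, at or above 50; inconclusive = mean below 50 but at least one replicate at or above 50; inactive = mean and every replicate below 50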
aSyn UTR inh: MLPCN primary screen, SNCA 5' untranslated region | alpha-synuclein 5'UTR reporter, inhibitor activity | inhibition, % (tested at 7.5 µM) | actives 0.82% (n = 300,000); in the data active = inhibition above about 60%; inconclusive = no clear call, values can overlap the other calls;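 also: H4 neuroglioblastoma cells stably carrying SNCA 5'UTR luciferase fusion; 0% = DMSO wells and 100% = positive control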
HIF activator: HIF pathway transcriptional activation. U2OS HRE-luciferase reporter, luminescence; normalized: DMSO 0%, desferrioxamine 100%. activation, % at 7.5 µM (by protocol). actives 0.32% (n = 300,000). AID 1910;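 active = mean activation of at least 10% of the iron chelator positive control signal, with at least half of replicates also reaching 10%; inconclusive = mean and replicate majority disagree about reaching 10%; inactive = mean and most replicates under 10%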
AI-2 QS mod: Vibrio harveyi AI-2 quorum sensing modulation. Vibrio harveyi JMH597 AI-2 luminescence/OD600 ratio, 9 h; stronger effect = lower value; strain lacks LuxN and CqsS sensors; 0 = neutral-control median. activity change, % at 7.5 µM. AID 2094. actives 0.4% (n = 300,000); in the data active = activity change below about -75%, passing the limit was not always enough; inconclusive = no clear call, values can overlap the other calls;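 also: luminescence divided by OD600 gain over 9 h not by final OD600 alone; inactives centre near 13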
HSP90 refold inh: blocks HSP90-mediated luciferase refolding in reticulocyte lysate; Rabbit reticulocyte lysate, luciferase refolding luminescence, 3 h; inhibition, % at 5.6 µM; actives 0.91% (n = 290,000);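 active = inhibition above the screen-wide mean plus 3 SD, computed separately per campaign, cut at about 16% in these data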;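 also: 0% = DMSO wells and 100% = 60 µM geldanamycin wells; inhibitors lower the luminescence because luciferase stays unfolded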
An asterisk follows results filed as active; ? = inconclusive; . = no result given. This is a random part of the collection; about 5% have a hit in one of these screens.

SMILES	IEC-6 tox	HSF1 activator	HDAC3 inh	HSF1 inhib	KLF5 inh	Platelet DG rel	aSyn UTR inh	HIF activator	AI-2 QS mod	HSP90 refold inh
C=CCn1c(SCC(=O)c2[nH]c(C)c(C(=O)OCC)c2C)nc2scc(-c3ccc(OC)cc3)c2c1=O	-5	-10	.	-4	-15	-15	46	0.1	7	-4
Cc1ccc(N(Cc2ccc(C(=O)Nc3c(C)n(C)n(-c4ccccc4)c3=O)cc2)S(C)(=O)=O)cc1C	-2	13	1	3	-4	-6	5	-0.5	28	3
CC1Oc2ccccc2N(CC(=O)N2CCCCCC2)C1=O (stereo unspecified)	-2	3	4	-5	11	-6	3	-0.1	5	1
CCCCOC(=O)CN1C(=O)c2ccc(C(=O)OCCCC)cc2C1=O	-3	13	0	6	-17	-22	8	-0.3	34	-2
CCS(=O)(=O)N1CCCC(C(=O)N2CCc3ccccc3C2)C1 (stereo unspecified)	0	-7	-6	-8	-17	0	3	-0.1	24	1
Cc1ccccc1OCC(=O)N/N=C/c1cn(C)c2ccccc12	2	2	1	-5	-11	11	-3	-0.2	12	0
C=C(C)C(=O)Nc1cccc(C2=NOC3(C2)C[C@@H](C(N)=O)N(C(=O)c2cc([N+](=O)[O-])cc([N+](=O)[O-])c2C)C3)c1 (stereo partly specified)	.	-18	-1	1	.	6	6	-1.0	24	.
COC(=O)c1cc(S(=O)(=O)Nc2ccsc2C(=O)OC)oc1C	-1	-3	-6	-12	-11	3	-8	0.1	12	1
CS(=O)(=O)c1ccccc1-c1nc(-c2ccc([N+](=O)[O-])cc2)no1	-5	-6	-4	6	-26	-3	-20	0.5	-2	-2
CCn1cc(S(=O)(=O)CC(=O)Nc2ccc(OC)cc2)c2ccccc21	0	-18	-5	3	-1	0	13	-0.3	19	-4
Cn1c(SCc2cc(=O)[nH]c3ccccc23)nnc1-c1ccc(Br)cc1	4	1	4	4	-20	2	-13	-0.9	26	3
CCCCOc1nc2ccccc2nc1NS(=O)(=O)c1ccc(F)cc1	-8	4	-4	4	-34	2	-6	0.2	19	0
O=C1NC(=O)/C(=C\c2ccc(O)cc2O)S1	-8	17	?	-3	-215	0	-77	-0.1	38	-5
COc1ccc(C(=O)C2CCCN(S(=O)(=O)c3ccc(C(C)=O)cc3)C2)c(C)c1 (stereo unspecified)	0	-17	7	0	-37	0	3	0.0	17	-2
CNC(=O)c1c(O)c2cccc3c2n(c1=O)CCC3	6	-10	0	5	-5	-5	-13	0.1	-1	2
CCCCN1C(=O)C(CC(=O)NCC)SC1=Nc1ccccc1 (stereo unspecified)	1	-61	2	?	-7	-1	-2	-0.3	17	2
CC1=CC2=NC(=O)/C(=C\c3cccn3CCOc3cc(C)cc(C)c3)C(=N)N2O1	4	15	-2	4	-6	-6	-7	0.9	8	3
O=C(CCCn1c(=S)[nH]c2cc3c(cc2c1=O)OCO3)N1CCc2ccccc2C1	0	10	-4	-3	-10	-1	9	0.2	1	-6
CO/N=C/C(=N\Nc1ccc(OC)cc1)C(=O)c1ccc(OC)cc1	-2	-9	0	-9	-16	12	-71	3.0	18	1
O=C(CSc1nnc2c(Cl)cc(Cl)cn12)N1CCOCC1	-2	1	0	-13	-32	2	21	-0.3	29	0
O=C(NNC(=O)C1CCN(c2ncccn2)CC1)c1ccncc1	-1	-9	-1	-5	-23	7	-14	-0.4	6	1
Cn1cc(CN2CCC(CO)(CCCc3ccccc3)CC2)c(-c2ccccc2)n1	4	-1	3	4	-15	-1	-2	0.1	19	-1
CCc1c(C)c(C#N)c2nc3ccccc3n2c1N(C)C	-1	.	-2	.	3	.	.	.	.	0
CN1CCN(C(=O)c2cn(-c3ccccc3)nc2-c2cccs2)CC1	3	17	?	3	-28	-8	-21	-0.3	15	0
CCOC(=O)c1ccccc1Cc1nc2ccccc2c(=O)[nH]1	7	-2	-4	7	4	9	19	-0.2	19	1
New compounds follow.
SMILES	IEC-6 tox	HSF1 activator	HDAC3 inh	HSF1 inhib	KLF5 inh	Platelet DG rel	aSyn UTR inh	HIF activator	AI-2 QS mod	HSP90 refold inh
O=c1c2ccccc2ncn1Cc1cccc2ccccc12	6	3	0	8	1	12	-3	-0.3	8	0
COc1ccc(-c2c(C#N)c(N)nc3c2c(=O)n(C)c(=O)n3C)cc1Cl	0	-3	4	-6	-18	0	19	-0.3	24	-3
Nc1cc(C(=O)c2ccccc2)ccc1N1CCOCC1	3	8	-5	10	-39	-1	-58	1.4	25	1
COc1ccc(Cn2c(=S)[nH]c3ccsc3c2=O)cc1	5	5	2	-15	5	-22	2	-1.0	4	-1
CC1CCCN(C(=O)COc2ccc3c(c2)OCO3)C1 (stereo unspecified)	-1	-9	.	-12	-58	-13	-69	2.1	33	-1
NC(=O)C1(N2CCCCC2)CCN(C(=O)NC2CCCCC2)CC1	-5	8	3	-5	-32	5	12	-0.4	20	1
N#Cc1ccc(C23CC4(C2)[C@H](CN(CC2CCCCC2)[C@@H]4c2ccccc2)C3c2ccccc2)cc1 (stereo partly specified)	.	-23	4	-12	.	-12	22	-0.2	17	.
CC1=CC(c2ccccc2)n2nc(NS(=O)(=O)c3ccc(C)cc3)nc2N1 (stereo unspecified)	-2	.	-44	.	13	.	.	.	.	-1
COc1cccc(CNC(=O)CN2C(=O)COc3ccc(S(=O)(=O)N4CCCC4)cc32)c1	3	-9	0	-4	-14	7	13	0.5	15	3
CCOc1ccc(NC(=S)NCCCn2ccnc2)cc1	-7	-28	2	-29	-11	-1	-77	1.7	7	-2
NC(=S)N=Nc1ccc(NN=C(N)N)cc1	-7	12	1	3	-7	-4	68*	0.3	7	0
O=C1CCC/C1=C\c1ccccc1	3	1	1	-4	-1	3	-16	0.4	14	-8
Cc1cc2c(C)cc(=O)[nH]c2cc1NC(=O)CCl	3	16	-2	0	-8	6	-70	-0.9	6	0
Cc1cnc(C(=O)OC(C)C(=O)c2c(C)[nH]c3ccccc23)cn1 (stereo unspecified)	.	6	0	0	.	2	6	0.1	0	.
O=C(Nc1ccc(N2CCN(C(=O)c3cccs3)CC2)cc1)c1ccc([N+](=O)[O-])o1	101*	22	-2	10	47	-7	106*	-6.2	-47	-3
CC(C)C(=O)NCCCc1ccccc1	4	3	1	2	-4	8	5	0.3	20	-3
CC(C)(C)NC(=O)c1cccc2c1OC(C)(C)C2	1	0	7	-4	-3	7	7	-0.1	5	2
COc1ccc(CCn2c(=N)c(C(=O)NCc3ccco3)cc3c(=O)n4cccc(C)c4nc32)cc1	-10	14	-9	7	-17	4	-87	0.0	34	0
O=C(NCc1ccc2c(c1)OCO2)c1ccc(CS(=O)(=O)c2ccc(Br)cc2)o1	0	-5	3	-6	-22	-4	15	0.1	-2	3
O=C(CN(c1ccccc1)S(=O)(=O)c1ccccc1[N+](=O)[O-])Nc1ccccc1C(=O)N1CCOCC1	-2	2	0	0	9	-4	-7	-0.1	29	-2
O=C(CN1CCCc2ccccc21)N/N=C/c1ccccc1	-4	1	-2	3	-13	-3	-28	1.9	10	3
Cc1ccccc1OCC(=O)NCCNC(=O)c1cccnc1	9	-37	11	-24	1	-8	-15	0.8	23	5
COc1ccc(C2=NN(C(=O)CN3CCCCC3)C(c3ccc(C)cc3)C2)cc1 (stereo unspecified)	1	15	-4	3	-12	-1	1	-0.3	-3	-4
O=C(COC(=O)CNC(=O)c1ccccc1F)NCCNC(=O)COC(=O)CNC(=O)c1ccccc1F	.	-8	-8	-1	.	1	-13	-24	48	.
COc1ccc(C(=O)N2CCN(C(=O)Cc3ccccc3)CC2)cc1OC	0	4	.	-11	-7	-9	15	-0.1	33	-1
The listing continues:
SMILES	IEC-6 tox	HSF1 activator	HDAC3 inh	HSF1 inhib	KLF5 inh	Platelet DG rel	aSyn UTR inh	HIF activator	AI-2 QS mod	HSP90 refold inh
CC1CCCN(c2nc(-c3cccnc3)nc3scc(-c4ccccc4)c23)C1 (stereo unspecified)	2	-4	-1	-5	7	-7	-29	-0.1	-1	-1
Cc1ccc(NC(=O)c2ccc(CSc3nnc(-c4ccncc4)n3C)cc2)cc1	-1	2	14	6	-35	9	-108	0.7	-10	-8
CCOC(=O)c1oc2ccccc2c1COC(=O)CNC(=O)c1ccco1	.	-16	-1	1	.	-3	-4	0.2	10	.
CC(Sc1nc(C2CC2)n(-c2ccccc2)n1)C(=O)c1c(N)n(C)c(=O)n(C)c1=O (stereo unspecified)	0	0	3	-5	-31	16	9	-0.2	15	-3
COc1cc(=O)[nH]c(SCc2c(F)c(F)c(F)c(F)c2F)n1	-10	20	3	0	-5	0	47	-0.1	39	-1
O=C(Nc1nc2ccccc2[nH]1)Nc1ccccc1F	3	?	2	22	-135	12	-13	0.8	12	8
Cc1ccc(OCC2Cn3c(nc4c3c(=O)[nH]c(=O)n4C)O2)cc1 (stereo unspecified)	7	-15	6	5	-39	5	-14	0.1	26	3
c1ccc2c(NCC3CCCO3)nc(N3CCOCC3)nc2c1 (stereo unspecified)	6	29	-6	-1	-6	17	21	-0.2	8	4
c1ccc(-c2csc(N3CCSCC3)n2)cc1	-4	1	2	-3	-5	-1	-90	0.8	-1	-1
CNc1nc2c(C)cccn2c(=O)c1C=Nc1ccc(OC)cc1	0	-7	1	-25	-2	0	-108	-0.6	12	2
CCOC(=O)C1=C(C)NC(=O)NC1c1ccsc1 (stereo unspecified)	-2	18	-2	3	-23	-3	-21	-0.1	9	-4
COc1ccc(N(C)S(=O)(=O)c2cccc(C(=O)NC3CCCCCC3)c2)cc1	-13	-2	0	4	-8	-17	33	0.5	2	0
COc1ccc(OCC(O)CN2CCC(CN3C(=O)c4cccc5cccc(c45)C3=O)CC2)cc1 (stereo unspecified)	.	19	-14	1	.	-1	3	-0.1	23	.
CN(CC(O)Cn1c2ccccc2c2ccccc21)S(C)(=O)=O (stereo unspecified)	7	.	-1	.	-16	4	.	.	1	0
Cc1nn(-c2ccccn2)c2nc(-c3cccs3)cc(C(=O)N3CCOCC3)c12	-4	6	-45	-3	-25	12	23	0.8	4	-4
CC(C)(C)OC(=O)N1CCC(c2c(C(=O)N3CCN(C(=O)c4ccco4)CC3)cnn2-c2cccc(Cl)c2)CC1	-3	6	8	3	-14	-6	-17	0.4	0	4
COc1cccc(/C=N/NC(=O)c2ccccc2N(Cc2ccccc2)S(=O)(=O)c2ccccc2)c1OC	-3	5	10	-5	-41	17	12	-0.6	24	8
CC1CCc2c(sc3nc(CN4CCN(S(=O)(=O)c5ccccc5[N+](=O)[O-])CC4)[nH]c(=O)c23)C1 (stereo unspecified)	-3	25	0	-1	-7	-38	-10	0.1	29	-2
CN(C)/C=C1\C(=O)N(c2ccc([N+](=O)[O-])cc2)N=C1c1ccccc1	-11	22	6	28	-178	4	-40	2.0	17	-4
O=c1[nH]c2cc3c(cc2cc1CN(Cc1cccs1)Cc1nnnn1Cc1ccco1)OCCO3	-12	-16	-2	-2	-35	-3	9	0.5	24	0
CCCOC(=O)c1ccc(OC(=O)c2ccco2)cc1	-6	4	33*	-1	-23	1	-34	0.3	16	0
